# aSyn rescue: rescues yeast growth from alpha-synuclein toxicity | Yeast expressing alpha-synuclein, growth rescue, BacTiter-Glo, 24 h | Potency, µM (highest dose often 46.1 µM), for inactives: top-dose growth rescue (activation), actives largely listed as activators | 370,000 tested, 0.14% active | AID 652106; note: potency is the fitted concentration of half-maximal effect; % of control where 0% means no effect; nearly all actives have a fitted effect of over 65% in size
#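 Rescue of yeast growth: cells expressing toxic alpha-synuclein, induced in galactose at OD600 0.02, incubated with compound 24 h at 30 C. ATP luminescence quantified growth; inhibitors of toxicity appear as activators.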
# FUS suppressor: rescues growth of FUS-expressing yeast; AID 1347120; 390,000 tested, 0.24% active; S. cerevisiae FUS-expressing, growth rescue, OD600, 24 h; Potency, µM (titrated, usually from 76.6 µM), for the others: at the top dose growth rescue (activation), usual class: activators;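 note: potency is the fitted concentration of half-maximal effect; plate controls were DMSO vehicle for no effect and reference control for full effect; nearly all actives have a fitted effect of over 55% in size; some results filed as inactive show a strong effect at the top dose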
#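 Read-out: OD at 600 nm after 24hr at 30C, reporting rescue of FUS-induced yeast toxicity. Cells at OD 0.005 in galactose (2%) minimal medium; compounds tested in a dilution series; CP55940 titration from 92uM final as control.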
# DRD3 antagonist: blocks the human D3 dopamine receptor; P35462; D3R cells, DiscoveRx beta-arrestin luminescence, antagonist mode; active compounds read low; max response, negative = inhibition, %; 360,000 tested, 2.5% active; AID 652054; in the data active = max response below about -50%; inconclusive = no clear call, values can overlap the other calls; note: % is set by controls: 0 for no effect and ±100 for the full control effect; mostly tested at two doses, the higher about 12 µM
# Target sequence (P35462 whole entry, looked up): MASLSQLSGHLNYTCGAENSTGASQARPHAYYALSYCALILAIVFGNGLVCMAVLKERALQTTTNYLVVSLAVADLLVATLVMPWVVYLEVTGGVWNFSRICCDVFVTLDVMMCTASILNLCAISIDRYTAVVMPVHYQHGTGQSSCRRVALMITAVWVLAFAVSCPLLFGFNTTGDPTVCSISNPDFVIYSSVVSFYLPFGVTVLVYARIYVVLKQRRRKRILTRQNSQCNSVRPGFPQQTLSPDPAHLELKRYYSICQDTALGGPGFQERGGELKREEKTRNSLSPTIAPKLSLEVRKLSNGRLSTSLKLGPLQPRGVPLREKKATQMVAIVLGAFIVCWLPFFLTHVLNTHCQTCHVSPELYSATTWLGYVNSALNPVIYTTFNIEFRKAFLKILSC
#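 Cells expressing the human receptor were seeded at 1500 cells/well, incubated overnight at 37 degrees C in 5% CO2, then exposed to library compounds with dopamine controls for 90 minutes at 37 degrees C before luminescent detection.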
# DRD3 agonist: agonists of human D3 dopamine receptor; P35462; D3R DiscoveRx beta-arrestin cells, luminescence, 90 min; max activation, %; 410,000 tested, 0.58% active; AID 652048; in the data active = max activation above about 30%; note: 0% is about no effect; mostly tested at two doses, the higher about 12 µM
#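 Cells at 1500/well, incubated overnight, then treated with pinned compounds (dopamine as control) for 90 min at 37 degrees C. DiscoveRx reagent added for 30 - 60 minutes at room temperature; luminescence read.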
# EPAC2 antagonist: blocks human EPAC2 exchange factor | AID 720708 | EPAC2 GEF exchange of Rap1B-BODIPY-GDP, fluorescence | 360,000 tested, 0.18% active | Potency, µM (highest dose often 114 µM), for inactives: at the highest dose activity, negative = inhibition, hits mostly inhibitors; note: potency is the fitted concentration of half-maximal effect; % is set by controls: 0 for no effect and ±100 for the full control effect; nearly all actives have a fitted effect of over 45% in size; many of its hits are not listed in these tables
# TDP43 rescue: TDP-43 toxicity inhibition in yeast. Potency, µM (titrated, usually from 46.1 µM), for the others: at the top dose growth rescue (activation), hits mostly activators. TDP-43 expressing yeast growth rescue, BacTiter-Glo, 24 h. 410,000 tested, 1.8% active. AID 652104; note: potency is the fitted concentration of half-maximal effect; % of control where 0% means no effect; nearly all actives have a fitted effect of over 50% in size
#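 Growth rescue of TDP-43-toxic yeast measured as ATP luminescence (BacTiter-Glo). Cells grown to mid-log in raffinose, induced in galactose at OD600=0.02, exposed to compound 24 hr at 30 deg C.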
# Abeta yeast res: A-beta toxicity reversal in yeast. yeast expressing A-beta42, growth rescue, OD600, 48 h; response scale: 0% DMSO, 100% iron-clioquinol control. Potency, µM (top dose mostly 46.1 µM), inactives show top-dose growth rescue, most hits filed as activators. 410,000 tested, 0.063% active; note: potency is the fitted concentration of half-maximal effect; nearly all actives have a fitted effect of over 55% in size
#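 Growth rescue measured by 600 nm absorbance after 48 h yeast culture at 30 C with compound. Values normalized between DMSO and an equimolar ferric chloride plus clioquinol control.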
# EPAC2 ag: agonists of human EPAC2 (RAPGEF4) | Q8WZA2 | EPAC2 activation, biochemical qHTS; response scale: 100% = 6.5 mM cAMP response | Potency, µM (series often up to 154 µM), for the others: at the top dose activation, actives largely listed as activators | 360,000 tested, 0.079% active; note: potency is the fitted concentration of half-maximal effect; nearly all actives have a fitted effect of over 50% in size
#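 Compounds were titrated in qHTS against a Rap1B-BODIPY-GDP (250 nM) complex with EPAC2 (100 nM) and GDP (50 uM). BODIPY-GDP release tracked at 480/540 nm over 30 min at room temperature, normalized to 6.5 mM cAMP.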
# Starred values were filed as active, the others as inactive; ? = inconclusive; nt = not tested or not shown; [ ] = remark or other dose. Unless noted, calls come from the whole dose curve; as a rule, active = well fitted curve in the direction sought with a large enough effect; inconclusive = small, poorly fitted or top-dose-only effect, or another doubt; inactive = no such curve, though single readings can be large; an effect the other way counts as inactive or inconclusive.
SMILES,aSyn rescue,FUS suppressor,DRD3 antagonist,DRD3 agonist,EPAC2 antagonist,TDP43 rescue,Abeta yeast res,EPAC2 ag
CC(C)NC(=O)C1(C)CN(S(C)(=O)=O)CC(=O)N1Cc1ccc2c(c1)OCO2 (stereo unspecified),0.9%,-5.2%,11.8,-1.8,2.2%,3.7%,-11.2%,3.0%
CCOc1cc(/C=N/NC(=O)c2cc(-c3cccnc3)nc3ccccc23)ccc1O,-6.9%,17.2%,?,1.4,-2.5%,0.6%,-8.1%,-0.3%
O=C(c1cccc(-c2ccccc2F)c1)N1CC[C@@H](N2CCC(O)CC2)[C@H](O)C1,-2.4%,16.7%,-10.0,-9.1,4.7%,-7.8%,-2.2%,8.3%
C=CCCC(=O)N1C[C@H]2CON(C)[C@H]2C[C@H]1c1ccc(Br)cc1,2.2%,-3.5%,-1.1,4.8,5.0%,0.0%,14.1%,22.3%
COc1ccc(S(=O)(=O)N2CCCCC2)cc1NC(=O)CCCOc1ccc(C)cc1,0.6%,nt,-16.4,-12.1,-5.3%,-2.0%,-14.1%,5.4%
C=CCn1c(SCc2ccc(OC)cc2)nnc1-c1cccnc1,6.4%,-1.9%,-24.7,-0.6,-1.1%,12.6%,14.4%,10.1%
O=C(c1ccc2c(c1)OCO2)N1CCN(c2ncccn2)CC1,-1.2%,nt,-21.5,-1.9,-5.0%,-0.2%,7.8%,7.6%
Cc1ccc([N+](=O)[O-])c(OCCN2CCC(Cc3ccccc3)CC2)c1,3.9%,5.4%,-83.3*,-32.6,-11.9%,17.5%[9.22 µM],10.1%,7.8%
COCCN(C(=O)c1cccc(-n2cnnn2)c1)c1c(N)n(CC(C)C)c(=O)[nH]c1=O,7.3%,-5.6%,-9.5,0.4,-7.2%,8.8%,11.8%,4.3%
O=C1N/C(=C/c2cccs2)C(=O)N1Cc1ccc(F)cc1,-5.1%,-14.8%,-8.7,3.5,7.5%,26.3%,-1.9%,-4.4%
CC1CC(C)CN(CC(O)COCCOc2ccc(Br)cc2)C1 (stereo unspecified),-1.2%,nt,7.6,5.7,-1.9%,-4.0%,34.2%,-5.8%
CC(=O)Nc1ccc(S(=O)(=O)Nc2cc(C)ccn2)cc1,23.4%,0.8%,3.6,7.6,-4.3%,-11.6%,-14.6%,4.2%
CCN1C(=O)[C@H]2[C@@H](c3ccc(C)cc3)N3C(=O)N(c4cccc(Br)c4)C(=O)[C@@]3(Cc3ccccc3)[C@H]2C1=O,-2.2%,35.5µM*,-15.0,-30.1,9.4%,-10.3%,-9.0%,2.8%
CCc1ccccc1Nc1nn2c(=O)c3ccc(C(=O)NCc4cccs4)cc3nc2s1,nt,19.4%,nt,-14.0,nt,13.9%,-6.8%,nt
CCn1c(-c2cccc(Br)c2)n[nH]c1=S,-0.1%,-18.1%,21.8,-3.4,3.1%,20µM*,24.2%,7.2%
Cc1cc(C(=O)N2CCN(S(=O)(=O)c3ccccc3C#N)CC2)c(C)o1,-2.5%,12.1%,21.1,5.4,5.6%,23.1%,13.9%,-2.1%
Cc1cccc(OCCCC(=O)Nc2nc3ccccc3[nH]2)c1,9.4%,-6.3%,6.1,2.4,-3.7%,17.1%[9.22 µM],24.8%,1.1%
O=C(CCn1cnc2onc(-c3ccc(F)cc3)c2c1=O)N1CCN(c2ccccc2)CC1,nt,?,nt,2.5,nt,?,-12.9%,nt
O=C(CN1C(=O)COc2ccccc21)NCCN1CCc2ccccc2C1,0.9%,-12.1%,-28.2,-31.9,-7.1%,-16.4%,0.9%,11.1%
O=C(C1CCC(CNS(=O)(=O)c2cccs2)CC1)N1CCN(c2ccc(F)cc2)CC1 (stereo unspecified),-5.3%,2.9%,138.5,45.4*,-2.6%,-3.4%,2.7%,12.0%

# Just aSyn rescue and Abeta yeast res, for two of the compounds above:
Structure,aSyn rescue,Abeta yeast res
O=C(c1ccc2c(c1)OCO2)N1CCN(c2ncccn2)CC1,-1.2%,7.8%
Cc1ccc([N+](=O)[O-])c(OCCN2CCC(Cc3ccccc3)CC2)c1,3.9%,10.1%

# The list goes on:
SMILES,aSyn rescue,FUS suppressor,DRD3 antagonist,DRD3 agonist,EPAC2 antagonist,TDP43 rescue,Abeta yeast res,EPAC2 ag
C/C(CCc1ccc2c(c1)OCO2)=N\N=C1\NC(=O)CC(C(=O)Nc2ccccc2F)S1 (stereo unspecified),-6.6%,9.8%,-11.5,4.5,-3.5%,3.7%,4.5%,16.6%
CC(=O)Nc1c(O)nc(SCC(=O)N2CCN(c3ccc(F)cc3)CC2)[nH]c1=O,1.7%,17.7%,-19.0,-21.1,8.4%,-6.1%,-6.8%,0.2%
COc1cccc(C2CC(c3cccc(Br)c3)n3nc(N)nc3N2)c1 (stereo unspecified),-1.6%,16.7%,?,-9.4,-4.3%,0.0%,1.2%,3.4%
CCCCn1c(N)c(N(CC(C)C)C(=O)c2ccc(OCc3c(C)noc3C)cc2)c(=O)[nH]c1=O,0.2%,6.6%,0.7,-5.1,12.1%,16.8%,-6.7%,2.6%
O=C(Nc1ccc(F)c(Cl)c1)C1CCN(C(=O)c2ccc(F)cc2)CC1,nt,16.2%,nt,-5.5,nt,4.3%,0.5%,nt
CCCSC1=NN2CCCC(=O)N=C2S1,-0.6%,7.4%,9.1,4.8,28.7%,-3.2%,-10.3%,-5.8%
Cc1cc(C)c2c(c1)N[C@H](c1cccs1)[C@@H]1CCO[C@H]21,0.3%,9.2%,-18.9,-10.2,-21.8%,4.8%,4.1%,14.1%
O=C(Nc1cccc(O)c1)c1cc(-c2ccco2)on1,-19.5%,3.8%,-5.6,-2.4,-0.6%,8.9%,-20.2%,5.6%
O=C(Nc1ccc(-c2cc(C(F)(F)F)nn2-c2ccccc2)cc1)c1cccc(F)c1,nt,15.4%,nt,22.7,nt,1.8%,3.9%,nt
COc1ccc(NC(=O)c2sc3nc(N4CCOCC4)c4c(c3c2N)CCCC4)cc1,0.4%,-2.9%,0.0,5.5,12.3%,11.3%,9.3%,-8.0%
O=C(NCCNc1nccc(C(F)(F)F)n1)c1cccc(C(F)(F)F)c1,4.3%,-6.4%,-15.4,-16.7,-6.4%,16.9%,8.6%,0.9%
CCN(C(=O)CSc1nc2ccccc2nc1Cc1ccc(F)cc1)c1cccc(C)c1,nt,32.7%,nt,2.4,nt,4.6%,-3.0%,nt
Cc1cc(C(=O)NCc2ccc(C(=O)O)o2)c(C)o1,3.4%,17.4%,12.2,20.2,-3.7%,-10.0%,12.1%,-7.0%
COc1ccc(OC)c(-c2cc(C3CCN(c4cc(Cl)nc(N)n4)CC3)[nH]n2)c1,-0.1%,nt,22.0,18.2,-8.3%,-19.9%,16.0%,19.5%
O=C(c1cc(S(=O)(=O)N2CCOCC2)ccc1F)N1CCCc2ccccc21,0.2%,-2.8%,0.0,-3.7,1.2%[57.1 µM],-10.4%,0.1%,0.0%
Cc1noc(C)c1S(=O)(=O)N1CCC(C(=O)N2CCN(C(=O)c3ccco3)CC2)CC1,-12.1%,12.5%,-2.3,7.0,12.9%,8.4%,-2.6%,-0.9%
CCOc1ccc(-n2cc(-c3ccccc3)c3c(N4CCC(C)CC4)ncnc32)cc1,nt,4.4%,nt,10.1,nt,10.1%,2.5%,nt
Cc1ccc(S(=O)(=O)N2CCN(C(=O)c3ccc4nc[nH]c4c3)CC2)cc1,-0.6%,17.9%,16.4,-5.7,-3.3%,-1.2%,-1.9%,0.0%
CC1CCN(c2ccc(NC(=O)c3ccccc3[N+](=O)[O-])cc2)CC1,-1.5%,39.2%,?,-18.5,18.5%,-12.7%,-1.8%,5.3%
CC(C)CNC(=O)CN(C1CCCCC1)S(=O)(=O)c1ccccc1,3.7%,10.5%,10.9,5.3,-3.0%,8.3%,11.5%,3.0%
N#Cc1cc2c(=O)n3ccccc3nc2n(-c2nnc(SCc3ccccc3F)s2)c1=O,nt,-20.9%,nt,2.8,nt,21.3%,-6.1%,nt
COc1ccc(S(=O)(=O)Nc2ccc3c(c2)C(=O)N([C@H](C)CO)C[C@@H](C)[C@@H](CN(C)S(=O)(=O)c2ccc(Cl)cc2)O3)cc1,-5.8%,43.6%,4.3,-1.2,-14.1%,9.4%,5.5%,-3.7%
N#Cc1nc(Cc2cccc3ccccc23)oc1NCC1CCCO1 (stereo unspecified),-4.2%,37.8%,-20.2,-4.0,2.2%,8.5%,-5.2%,15.7%
CCNc1sc(C(=O)OCC)c(N)c1C#N,-8.3%,-22.8%,-1.5,0.2,-7.0%,10.4%,-12.8%,0.7%
Cc1cccc(CS(=O)(=O)Cc2ccc(C(=O)O)o2)c1,1.4%,3.4%,12.0,3.4,0.9%,10.5%,7.1%,14.4%
O=C(COC(=O)c1cc(S(=O)(=O)N2CCOCC2)ccc1O)NCc1ccc2c(c1)OCO2,0.1%,20.1%,-0.2,4.5,4.7%,-16.0%,-0.3%,5.6%
CCOC(=O)c1nc2c(ccc3ccccc32)cc1C,6.0%,8.9%,-10.3,-3.5,?,-9.7%,-24.3%,14.3%
CN(CC(=O)O/N=C(\N)c1ccc([N+](=O)[O-])cc1)S(=O)(=O)c1ccccc1,0.8%,17.7%,3.1,6.0,1.4%,-1.2%,-5.1%,-3.9%
O=c1ncn(-c2cccc([N+](=O)[O-])c2)c2ccccc12,0.2%,9.2%,11.3,15.3,3.1%,-12.2%,-13.0%,6.3%
O=C1c2ccccc2S(=O)(=O)c2cc(C(=O)N3CCCC3)ccc21,-7.9%,2.3%,-16.7,0.3,10.4%,-5.4%,-15.0%,4.0%
Cc1ccc2oc(C(=O)NCC(c3ccc(Cl)cc3)N3CCOCC3)c(C)c2c1 (stereo unspecified),nt,22.2%,nt,5.7,nt,35.7%,20.3%,nt
COc1ccc(CN(C(=O)Cc2cccs2)C(C(=O)NC2CCCC2)c2ccncc2)cc1 (stereo unspecified),-0.3%,41.8%,14.9,3.9,9.5%,-23.9%,-23.8%,7.0%
Cc1ccc(S(=O)(=O)N(C)C[C@@H]2Oc3ccc(NS(=O)(=O)c4ccccc4)cc3CC(=O)N([C@@H](C)CO)C[C@H]2C)cc1,7.7%,?,1.4,5.6,7.1%,8.9%,-11.6%,2.4%
CCOC(=O)C1CCN(CC(O)COCc2ccc(Cl)cc2)CC1 (stereo unspecified),-3.0%,-16.5%,3.3,1.5,0.7%,8.4%,-7.9%,7.8%

# A portion of the library; the hit share may differ from the screen's.
